# NLRP3 yeast inh: inhibitors of NALP3 inflammasome in yeast; Yeast reconstituted NLRP3/ASC/caspase-1, beta-gal luminescence, 24 h; inhibition, % at 10 µM; 0.39% of 330,000 active;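 active = inhibition of 50% or more; inactive = inhibition below 50%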;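 note: plate controls were induced DMSO wells for no effect and uninduced yeast grown without galactose for full effect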
# TIM10 inh: inhibits growth of TIM10 yeast strain. AID 463195. inhibition, % at 10 µM. S. cerevisiae TIM10 strain growth, BacTiter-Glo luminescence, 24 h. 1.4% of 330,000 active;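 active = inhibition of 40% or more at the single tested concentration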;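 note: wild-type TIM10 isogenic control strain grown at permissive 25 °C; 0% = DMSO yeast wells and 100% = minimal medium wells without yeast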
# hIAP activ: human IAP activation; P09923; purified human IAP, CDP-Star luminescence, 30 min; active compounds read high; 1 = vehicle-only enzyme, 0 = enzyme-free background; activation factor at 10 µM; 0.16% of 330,000 active; AID 2524;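 active = activation factor of the enzyme at least 2-fold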; note: the source names both 10 and 20 µM as test concentration; values of inactives mirror those of a sister screen read the other way
# Target sequence (P09923 whole entry, looked up): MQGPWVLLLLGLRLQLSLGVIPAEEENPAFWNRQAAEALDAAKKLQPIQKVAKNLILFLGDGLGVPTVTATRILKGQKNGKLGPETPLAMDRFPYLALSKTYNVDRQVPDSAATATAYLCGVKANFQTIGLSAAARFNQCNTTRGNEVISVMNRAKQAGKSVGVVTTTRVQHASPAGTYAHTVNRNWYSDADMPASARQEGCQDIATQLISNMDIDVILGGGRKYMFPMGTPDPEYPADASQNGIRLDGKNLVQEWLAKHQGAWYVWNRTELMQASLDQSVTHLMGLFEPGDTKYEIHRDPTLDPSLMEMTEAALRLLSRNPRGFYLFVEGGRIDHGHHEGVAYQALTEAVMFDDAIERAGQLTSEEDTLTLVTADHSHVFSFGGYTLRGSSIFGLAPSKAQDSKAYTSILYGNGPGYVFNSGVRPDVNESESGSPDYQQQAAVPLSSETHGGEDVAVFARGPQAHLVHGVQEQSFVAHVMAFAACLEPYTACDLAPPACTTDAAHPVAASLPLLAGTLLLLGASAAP
# tim10-1 inh: tim10-1 yeast growth inhibition. S. cerevisiae tim10-1 ts strain growth, BacTiter-Glo, 24 h. inhibition, % at 20 µM. 2.2% of 330,000 active;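 active = inhibition of at least 40%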;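 note: mutant grown at 25 °C; 0% = DMSO wells with yeast and 100% = wells holding no yeast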
# mIAP activ: mouse IAP activation. muIAP, CDP-Star luminescence, 30 min; active compounds read high; 1 = vehicle-only enzyme signal, 0 = enzyme-free wells. activation factor at 10 µM. 0.24% of 330,000 active;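 active = activation factor of at least 2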; note: the source names both 10 and 20 µM as test concentration; values of inactives mirror those of a sister screen read the other way
#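 Assay system: mouse IAP enzyme / Compound: DMSO-dissolved test compounds / Timing: 30 min, room temperature / Measured by: luminescence from enzymatic CDP-Star hydrolysis / Control set: DMSO-only wells, enzyme-free buffer wells as negative control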
# Apaf-1 inh: blocks human Apaf-1 apoptosome activity; reconstituted apoptosome caspase-3 activity, DEVD-Rh110 fluorescence; 0.71% of 330,000 active; O14727; inhibition, % at 20 µM; active = inhibition of at least 40% at 20 µM;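 note: plate controls were DMSO wells for no effect and DEVD-CHO caspase inhibitor wells for full effect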
#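 Material: cell-free apoptosome with Apaf-1, procaspase-3 and caspase-9; Buffer or medium: Hepes pH 7.5 with detergent and BSA; Reagent: cytochrome c trigger plus (Z-DEVD)2-Rh110 caspase-3 substrate; Times: compound with Apaf-1, dATP, procaspase-3 30 min, then 50 min reaction, room temperature; Technique: Rh110 fluorescence intensity.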
# hIAP inh: blocks human intestinal alkaline phosphatase | 0.12% of 330,000 active | inhibition, % at 10 µM | purified IAP, CDP-Star luminescence, 30 min | P09923;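 active = inhibition reaching a set limit with compound at 10 µM in the primary screen, cut at about 35% in these data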;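 note: plate controls were DMSO wells with enzyme for no effect and no-enzyme buffer wells for full effect; values of inactives mirror those of a sister screen read the other way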
# ATG4B inhibitor: inhibitors of human ATG4B cysteine protease; Q9Y4P1; ATG4B cleavage of LC3-PLA2, NBD-HPC fluorescence, 1 h; inhibition, % at 8.33 µM; 0.51% of 340,000 active; AID 504462; in the data active = inhibition above about 40%
# Target sequence (Q9Y4P1 whole entry, looked up): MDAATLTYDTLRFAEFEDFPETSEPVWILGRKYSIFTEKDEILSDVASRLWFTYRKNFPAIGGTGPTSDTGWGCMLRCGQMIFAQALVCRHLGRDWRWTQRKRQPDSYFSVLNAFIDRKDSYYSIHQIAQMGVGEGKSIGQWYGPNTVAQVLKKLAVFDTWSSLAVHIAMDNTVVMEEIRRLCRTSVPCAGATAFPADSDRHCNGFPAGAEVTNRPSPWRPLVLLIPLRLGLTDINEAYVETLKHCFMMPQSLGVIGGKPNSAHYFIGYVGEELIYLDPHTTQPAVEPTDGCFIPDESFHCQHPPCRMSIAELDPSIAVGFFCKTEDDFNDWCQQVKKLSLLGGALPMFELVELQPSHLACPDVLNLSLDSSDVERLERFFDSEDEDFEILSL
# mIAP inh: blocks mouse intestinal alkaline phosphatase; 0.2% of 330,000 active; inhibition, % at 10 µM; AID 2806; purified mouse IAP, CDP-Star luminescence, 30 min;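 active = inhibition of at least 40% at 10 µM in the primary screen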;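 note: plate controls were DMSO with enzyme for no effect and no enzyme wells for full effect; values of inactives mirror those of a sister screen read the other way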
# Active calls of the source: *.
SMILES,NLRP3 yeast inh,TIM10 inh,hIAP activ,tim10-1 inh,mIAP activ,Apaf-1 inh,hIAP inh,ATG4B inhibitor,mIAP inh
Cc1ccc(N=Cc2ccc(N(C)C)cc2)cc1,18,-11,0.99,-10,0.95,-6,1,-10,5
O=C(COC(=O)C(Cc1ccccc1)NC(=O)c1cccs1)NCc1ccccc1 (centres undefined),21,-15,1.1,-5,1,13,-9,3,-2
CC(C)C[C@H](NC(=O)c1nc[nH]c1C(=O)N1CCN(C(=O)OC(C)(C)C)CC1)C(=O)OCc1ccccc1,2,11,1.5,8,1,23,-46,0,-3
O=C(Nc1ccc(CN2CCOCC2)cc1)c1ccc(Br)o1,6,8,1,-6,1,-2,-1,4,-1
Cc1c(NC(=O)CSc2ccccc2F)c(=O)n(-c2ccccc2)n1C,-3,-10,1.1,-19,1,-1,-11,-9,-3
COc1ccc(C(=O)CCC(=O)Nc2cc(Cl)c(O)c(Cl)c2)cc1,14,-13,1.1,-8,0.85,6,-12,8,15
O=C(CNC(=O)c1ccco1)OCc1ccccc1F,16,-4,1,7,1,-5,-4,3,-2
CN(C)CCCN(C(=O)c1ccco1)c1nc2c(F)cccc2s1,-18,-7,0.92,7,1,-23,8,-1,-1
O=C(O)c1ccc(S(=O)(=O)N(CCc2ccccc2)Cc2ccc(Cl)cc2)cc1,16,6,0.78,25,0.88,19,22,14,12
O=C(Nc1cccc(S(=O)(=O)NC2=NCCC2)c1)c1cnc(Cl)c(Cl)c1,-4,-1,0.99,-9,1,3,1,4,-3
O=C(Nc1ccc(F)cc1)N1CCC(c2nc3c(nnn3Cc3cccc(Cl)c3)c(=O)[nH]2)CC1,4,6,1.1,11,0.97,27,-8,-9,3
O=C(Cc1ccccc1)NNC1=NS(=O)(=O)c2ccccc21,-8,10,0.96,-4,1,-3,4,5,0
Nc1nc2c(F)cccc2s1,15,-3,0.93,-14,0.93,-5,7,-2,7
COc1ccc(/C(N)=N/OC(=O)c2ccc([N+](=O)[O-])c(C)c2)cc1OC,13,49*,1.1,65*,0.88,-18,-11,-14,12
Cc1ccc(NC(=O)CN(C)CCOc2ccccc2)c([N+](=O)[O-])c1,17,-4,0.87,-11,0.96,15,13,-5,4
CCOCCCNS(=O)(=O)c1ccc(-n2cnnn2)c(OC)c1,9,-11,0.83,-9,1,-3,17,13,-2
Cc1nnc(SCC(=O)c2c(N)n(C3CC3)c(=O)[nH]c2=O)n1C,3,-2,0.88,9,1,-9,12,5,-2
COc1ccc(S(=O)(=O)N2CCN(C(=O)C3COc4ccccc4O3)CC2)cc1 (centres undefined),19,0,0.99,23,1,5,1,-11,-3
COc1cc2cc(Oc3ccc4ccc(=O)oc4c3)c(=O)oc2cc1OC1OC(COC(=O)CC(C)(O)CC(=O)O)C(O)C(O)C1O (centres undefined),-2,0,1,-6,0.78,-28,0,-25,22
O=c1c2ccccc2n(CC(O)CN2CCCCC2)c2ccccc12 (centres undefined),8,-24,1.1,-14,1.1,0,-7,5,-8
CCCCn1c(=O)[nH]c(=O)c2c1ncn2Cc1ccco1,4,-4,0.95,12,0.92,-8,5,5,8
CCCC(=O)Nc1nc2c(c(=O)[nH]1)CCCC2,11,-2,0.93,9,0.98,-4,7,-10,2
Cc1ccnc(NC(=O)CCC(=O)N(CC(=O)NCc2ccc(F)cc2)c2cccc(F)c2)c1,11,9,0.99,-4,0.99,6,1,-7,1
O=C(COc1ccc(Br)cc1F)N1CCN(c2ncccn2)CC1,17,16,0.89,18,1,3,11,3,-3
Cc1ccc(NC(=O)c2ccco2)cc1NC(=O)CSc1nnc(-c2cccs2)n1C,-6,0,1,15,0.96,-3,-2,-1,4
O=C(NC(=S)Nc1cccnc1Cl)c1ccco1,15,27,0.96,24,0.84,-17,4,-7,16
Cc1ccc(-n2c(O)c(C=Nc3ccccc3-c3n[nH]c(=S)[nH]c3=O)c3ccccc3c2=O)c(C)c1,22,7,0.83,11,0.82,21,17,43*,18
O=C(CN1CCOCC1)Nc1ccccc1NC(=O)C1CCN(c2ncccn2)CC1,-5,-9,0.89,-4,0.99,-6,12,-8,1
CCC(C)NC(=O)C1CCN(S(=O)(=O)c2ccc3[nH]c(=O)ccc3c2)CC1 (centres undefined),0,1,0.98,12,0.95,-9,2,-4,4
COC(=O)c1sc(-c2cccs2)cc1NC(=O)/C=C/C(=O)O,3,0,1.2,-9,1.1,-9,-19,-7,-6
CCOC(=O)c1oc2c(C)c(O)ccc2c(=O)c1-c1nncn1-c1ccccc1,17,7,1,15,0.93,-2,-2,4,7
Cc1cc(C(=O)Nc2c(C)nn(Cc3ccccc3Cl)c2C)no1,8,1,0.95,13,0.95,-12,5,6,5
Cc1nn(-c2ccccc2)c2c1C1(C(=O)N(C)c3ccccc31)N(c1ccccc1)C(=O)N2 (centres undefined),9,-19,0.97,8,0.98,-7,2,1,2
C=CCOc1ccccc1CN1CCC(CO)(CCOc2ccccc2)CC1,18,-14,1,10,0.97,-5,-5,8,3
O=C(Nc1cc(S(=O)(=O)N2CCCCC2)ccc1N1CCOCC1)c1ccc(F)cc1,21,-1,0.95,-6,0.94,2,5,7,6
Cc1ccc2nc(SCC(=O)NCc3ccc(F)cc3)[nH]c2c1,10,6,1.2,11,0.97,6,-23,11,3
O=C(CCCOc1ccccc1)Nc1ccc2c(c1)OCCO2,20,-9,1.1,5,1.1,11,-7,-14,-8
O=C(Cc1ccccc1)Nc1ccnn1C1CCN(Cc2nccs2)CC1,13,-9,0.92,11,0.93,-2,8,4,7
COc1ccc(C2=NN(C(=O)c3ccccc3)C(c3ccc(OC)c(OC)c3)C2)cc1OC (centres undefined),20,20,0.92,29,0.95,10,8,-14,5
O=C(Nc1ccncc1)c1ccccc1F,-1,1,1.1,13,0.96,-2,-8,1,4
OCCN1CCN(Cc2nc(-c3cccc(Cl)c3)no2)CC1,5,4,1.1,1,0.99,-16,-8,17,0
CCc1ccc(CN2CCC(Oc3ccc(C(=O)N4CCCCC4)cc3)CC2)cc1,29,12,1,-7,1,19,-4,26,-1
Cc1nc(NC(=O)c2oc3ccccc3c2C)sc1C(=O)N(C)C,-3,7,0.99,23,0.95,-16,0,-6,5
O=C(OCC1COc2ccccc2O1)c1ccccc1F (centres undefined),31,15,0.9,21,0.96,-5,10,14,4
O=C(Cn1c(CO)nc2ccccc21)NCCc1ccc(F)cc1,8,5,1.1,-2,1.1,2,-10,-1,-7
COc1cccc(NS(=O)(=O)c2ccc3c(c2)N(C(C)=O)CCO3)c1,7,-9,0.88,19,0.98,-2,12,-9,2
COc1ccc(C(=O)C2CCCN(C3Cc4ccccc4C3)C2)cc1OC (centres undefined),5,-4,0.96,-1,0.99,-2,4,-4,1
COc1ccc(CCCc2nnc(SCC(=O)Nc3nc(C)cs3)n2C)cc1,12,15,1.4,13,1.1,10,-37,-2,-7
COc1ccc(C2(c3ccc(OC)cc3)NC(=O)N(CC(=O)Nc3ccc(N4CCOCC4)cc3)C2=O)cc1,6,-1,0.97,-1,1,41*,2,-14,-3
CCc1nnc(NC(=O)c2cccc(NC(=O)C(C)C)c2)s1,15,6,1.1,3,1,3,-7,-9,-2

# Single entries from above:
# Result for O=C(Cn1c(CO)nc2ccccc21)NCCc1ccc(F)cc1 under Apaf-1 inh: 2
# Result for OCCN1CCN(Cc2nc(-c3cccc(Cl)c3)no2)CC1 under hIAP inh: -8

# Carrying on:
SMILES,NLRP3 yeast inh,TIM10 inh,hIAP activ,tim10-1 inh,mIAP activ,Apaf-1 inh,hIAP inh,ATG4B inhibitor,mIAP inh
O=[N+]([O-])c1cc(CN2CCCC2)ccc1Sc1ccc(Cl)cc1,25,5,0.94,-29,0.95,4,6,-1,5
C=C(Cl)COc1ccc2c(CCCC)cc(=O)oc2c1,33,-3,0.94,15,0.96,18,6,-3,4
Cc1cc(=O)oc2cc(OCC(=O)N3CCN(C(=O)c4ccco4)CC3)ccc12,11,-11,1,-16,0.93,-4,-2,-3,7
Cc1ccc(OCCC(=O)Nc2ccc3c(c2)OCCCO3)cc1,34,-1,1,-6,1,3,0,-10,-4
COCCn1c(SC(C)C(=O)Nc2ncc(Cl)cc2Cl)nc2ccccc21 (centres undefined),2,7,1.2,19,0.99,2,-18,1,0
COc1cccc(Nc2nc(-c3sc(NC(=O)c4ccco4)nc3C)cs2)c1,19,23,1.1,24,0.7,2,-8,-7,30
O=C(Nc1ccccc1)c1ccc(Br)c(S(=O)(=O)Nc2ccccn2)c1,1,11,1,6,0.9,-1,0,-7,10
Cc1nnc(SCC(=O)c2ccc(Br)cc2)s1,15,10,0.84,8,0.86,2,16,-2,14
CCOc1ccc(-c2nnc3ccc(SCC(=O)NCc4ccco4)nn23)cc1,3,-1,0.91,12,0.98,-4,9,2,2
CCc1cc(-c2ccc3c(c2)COc2c4ccccc4nn2-3)on1,17,14,1,-6,0.91,13,0,-6,9

# The list goes on; the last four above are carried over.
SMILES,NLRP3 yeast inh,TIM10 inh,hIAP activ,tim10-1 inh,mIAP activ,Apaf-1 inh,hIAP inh,ATG4B inhibitor,mIAP inh
O=C(Nc1ccccc1)c1ccc(Br)c(S(=O)(=O)Nc2ccccn2)c1,1,11,1,6,0.9,-1,0,-7,10
Cc1nnc(SCC(=O)c2ccc(Br)cc2)s1,15,10,0.84,8,0.86,2,16,-2,14
CCOc1ccc(-c2nnc3ccc(SCC(=O)NCc4ccco4)nn23)cc1,3,-1,0.91,12,0.98,-4,9,2,2
CCc1cc(-c2ccc3c(c2)COc2c4ccccc4nn2-3)on1,17,14,1,-6,0.91,13,0,-6,9
CCCn1c(SCc2nc(-c3cccs3)no2)nnc1-c1ccncc1,6,-19,0.9,19,0.89,-4,10,-4,12
Cc1ccc(Nc2nc(CSc3nnnn3C)cs2)cc1,0,19,0.99,28,0.83,9,1,-14,17
NC(=O)c1cc2c(s1)-c1cc(Cl)ccc1SC2,16,34,0.99,36,0.96,11,0,44*,4
C=CCn1c(SCCOC)nc2c1c(=O)[nH]c(=O)n2C,11,-12,0.89,-13,0.94,-5,11,-19,6
Cc1ccccc1Nc1c(-c2ccccn2)nc2ccccn12,2,25,1.1,-11,1,-5,-10,5,-2
Cc1nc(N(C)Cc2ccccc2)c2nnn(Cc3ccccc3)c2n1,-18,10,0.99,18,0.97,28,1,14,3
CCOC(=O)c1c(NC(=O)COC(=O)CCOc2ccc(OCC)cc2)sc(C(=O)N(C)C)c1C,1,17,0.97,13,1,20,3,-5,0
COC(=O)c1ccc(CSc2ccc(S(=O)(=O)N3CCCCC3)cn2)cc1,-4,2,0.96,12,1,-13,4,-7,-2
COc1ccccc1N1CCN(C2CCN(C(=O)c3cccc(F)c3)CC2)CC1,-14,-11,1.1,-16,1,2,-10,1,-5
O=C(c1c(F)c(F)c(F)c(F)c1F)N1CCN(c2cccc(C(F)(F)F)c2)CC1,-24,22,1,38,0.88,20,0,-8,12
Cc1ccc(N2C(=O)N(CC(=O)N(C)Cc3ccccc3)C(=O)C2C)cc1 (centres undefined),-4,-11,0.87,5,1,-2,13,-3,-1
Cc1[nH]nc2c1C1(C(=O)N(Cc3ccc(Cl)cc3)c3ccccc31)C(C#N)=C(N)O2 (centres undefined),20,5,1.4,9,0.83,8,-42,-24,17
COc1ccccc1/C=C(\C#N)C(=O)Nc1ccc(S(N)(=O)=O)cc1,13,9,1,9,0.95,9,-3,-8,4
Cc1ccc(C(=O)/C=C/Nc2ccc([N+](=O)[O-])cc2Br)cc1,13,14,1.3,-11,1,3,-30,1,0

# Compound activity: PubChem BioAssay, Sanford-Burnham Center for Chemical Genomics
